Screening data (PubChem)
EBV LMP1 NFkB – EBV LMP1-driven NF-kappaB luciferase reporter inhibitors, primary screen, cell-based, luminescence, single point | LMP1-induced NF-kappaB luciferase reporter cells | inhibition, % at 12.5 µM | actives 0.69% (n = 350,000) | AID 504558, 2011; in the data active means inhibition above about 41%;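 further: 0% = neutral control wells and 100% = reference inhibitor control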
SRC3 inh – SRC3 coactivator transcriptional activity inhibitors, primary screen, cell-based, luminescence. Nuclear receptor coactivator 3 (Homo sapiens), Q9Y6Q9. HEK293 GAL4-SRC3 luciferase reporter. inhibition, % at 3.6 µM. actives 0.17% (n = 360,000). AID 588352, 2011;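 active means inhibition above a per-campaign cutoff, the mean of all compounds plus 3 SD, cut at about 60% in these data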;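 further: 0% = DMSO-treated cells and 100% = gossypol-treated cells at 36 µM; higher means less SRC3-driven luciferase light from the GAL4 reporter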
SRC1 inh – SRC1 coactivator transcriptional activity inhibitors, primary screen, cell-based, luminescence | actives 0.12% (n = 360,000) | inhibition, % at 3.6 µM | Nuclear receptor coactivator 1 (Homo sapiens), Q15788 | HEK293 GAL4-SRC1 luciferase reporter;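 active means inhibition above the campaign mean plus 3 SD, with each screening campaign given its own cutoff, cut at about 60% in these data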;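 further: 0% = DMSO treated cells and 100% = gossypol at 36 µM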
KKLEB cytotox – cytotoxicity in KKLEB CF airway cells, primary screen, cytotoxicity control for CF NF-kB inhibitor project, cell-based, uHTS, fluorescence assay plates; KKLEB CF airway cells viability, ATPlite luminescence, overnight; hits give low values; cells stimulated with P. aeruginosa culture filtrate; activity change (cytotoxicity), % at 5 µM; actives 0.36% (n = 360,000);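 active means corrected activity change at or below -50% at 5 µM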
Shn3 inh set2 – reduction of Shn3 3'UTR firefly luciferase signal, primary screen, Schnurri-3 inhibitor project, cell-based, Clone20 osteoblasts, set 2; Clone20 osteoblast Shn3 3'UTR firefly luciferase, 24 h; inhibition, % at 12.5 µM; actives 0.52% (n = 360,000); AID 588674, 2011;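 active means mean inhibition of at least 75% with every replicate also reaching 75%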;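 further: 0% = median of neutral control wells and 100% = pilot-screen positive control compound; some compounds past the cut are filed as inactive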
TROY NFkB inh – inhibitors of TROY-driven NF-kB signaling, primary screen, Q293 LMP1-TROYcd cells, NF-kB luciferase, uHTS | Q293 LMP1-TROYcd NF-kB luciferase reporter, 4 h | AID 1347056, 2019 | inhibition, % at 10 µM | actives 0.98% (n = 360,000);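 active means compounds whose plate-normalised and pattern-corrected inhibition of the luciferase reporter signal at the single screening dose is 50% or more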
NR2F2 inh – NR2F2 transcriptional activity inhibitors, primary screen, cell-based, luciferase reporter, HEK293T, luminescence. COUP transcription factor 2 (Homo sapiens), P24468. HEK293T NGFI-A luciferase reporter. inhibition, % at 8.6 µM. actives 0.7% (n = 370,000). AID 686940, 2013;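 active means inhibition above a per-plate cutoff, mean inhibition of test wells between control levels plus 3 SD, cut at about 38% in these data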;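 further: cells cotransfected with COUP-TFII expression vector driving the NGFI-A reporter; 0% = median of COUP-TF2 test wells and 100% = reporter-only cells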
CF NFkB block – inhibitors of PAF-induced NF-kB signaling, primary screen, cell-based, GFP fluorescence, uHTS. inhibition, % at 5 µM. AID 588850, 2011. actives 0.86% (n = 360,000). KKLEB NF-kB-GFP reporter, GFP fluorescence overnight;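 active means at least 50% inhibition at 5 µM, scaled per plate between neutral and stimulator controls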;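 further: PAF is a Pseudomonas aeruginosa culture filtrate used as stimulus; plate controls were PAF-stimulated DMSO wells for no effect and unstimulated DMSO wells for full effect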
TWEAK-Fn14 inh – inhibitors of TWEAK-Fn14 signaling, primary screen, luciferase reporter cells, uHTS; AID 1159606, 2016; TWEAK-stimulated Fn14 reporter cells, luciferase luminescence, 8 h; inhibition, % at 10 µM; actives 2% (n = 360,000); in the data active means inhibition above about 50%
TRAIL sens C8 – viability loss with TRAIL in NB7+C8 cells, primary screen, TRAIL sensitizer project, cell-based, ATPlite luminescence; inhibition (viability loss, TRAIL sensitization), % at 10 µM; actives 1% (n = 360,000);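 active means compounds causing at least 50% loss of cell viability in the single-dose screen, relative to plate controls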
LRH-1 inv ag – LRH-1 (NR5A2) inverse agonists, primary screen, cell-based, luminescence, HEK293T, StAR-luciferase reporter; Nuclear receptor subfamily 5 group A member 2 (Homo sapiens), O00482; LRH-1 transfected, 24 h; inhibition, % at 3.6 µM; actives 0.13% (n = 360,000);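 active means inhibition above the mean inhibition of all tested compounds plus 3 SD, cut at about 73% in these data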;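 further: 0% = DMSO wells and 100% = reporter-only cells lacking LRH-1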
Active calls of the source: *; . = no result given.

SMILES	EBV LMP1 NFkB	SRC3 inh	SRC1 inh	KKLEB cytotox	Shn3 inh set2	TROY NFkB inh	NR2F2 inh	CF NFkB block	TWEAK-Fn14 inh	TRAIL sens C8	LRH-1 inv ag
O=S(=O)(Cc1ccccc1)Nc1ccc(Br)cn1	-1	-2	5	20	-5	-8	11	-42	6	2	7
CCCCCCSc1ccc([C@H]2N[C@@](CC(C)C)(C(=O)OC)[C@H]3C(=O)N(C)C(=O)[C@@H]23)cc1OC	6	42	1	-3	11	-26	-11	-21	-38	12	39
COc1ccc(/C=N/NC(=O)CN(C2=NS(=O)(=O)c3ccccc32)c2ccccc2)cc1OC	5	4	-5	-17	-20	7	-7	21	-17	18	4
COc1ccc(-c2nsc(SCC(=O)Nc3ccc4c(c3)OCO4)n2)cc1	-2	-1	-26	-10	5	-9	-5	23	-11	17	-26
N#C/C(=C/c1ccc(Oc2ccc([N+](=O)[O-])cn2)cc1)C(=O)N1CCOCC1	-3	24	10	1	8	3	-21	0	-16	0	7
COCCNC(=O)c1ccccc1NC(=O)c1ccccc1N(C)S(=O)(=O)c1ccc(C)cc1	1	2	2	-3	-3	2	9	4	9	-18	-6
CN(C)CCCN(C(=O)c1ccco1)c1nc(-c2ccc(Cl)cc2)cs1	-10	-12	7	-1	-24	-39	-2	-1	-43	25	10
C[C@H](CO)N1C[C@H](C)[C@@H](CN(C)S(=O)(=O)c2ccccc2C#N)OCc2cn(nn2)CCCC1=O	2	3	7	-1	-18	0	-3	-15	15	-6	14
Cc1c(C)n(CCN(C)C)c2ncnc(NCc3ccccc3)c12	-7	-13	5	8	-17	11	0	-14	-56	-2	-11
COCCNC(=O)Cn1nc(C(F)(F)F)c(Br)c1C	0	15	-3	-1	1	4	-10	17	-10	-7	7
COc1ccc(-c2cc(C(=O)NCc3ccc(F)cc3)[nH]n2)c(C)c1	.	-10	-6	-20	20	7	2	0	0	-17	-2
Cn1c(=O)c2c(nc(CN3CCOCC3)n2CCN2CCOCC2)n(C)c1=O	-1	7	14	-19	1	-6	.	12	11	-5	16
O=C(Nc1ccnn1C1CCN(Cc2ccc(C#CCCO)cc2)CC1)c1cccc(F)c1	-3	28	-16	4	44	6	-1	-12	10	1	0
O=C(O)c1cc([N+](=O)[O-])ccc1NCc1cccnc1	3	16	-19	-1	-6	8	-6	-11	13	-5	-6
CC1CCC(NC(=O)CN2CCN(S(=O)(=O)c3cccs3)CC2)CC1 (stereo not drawn)	-11	3	6	-7	17	16	-13	8	-4	-13	-10
O=C(c1cccc(S(=O)(=O)N2CCOCC2)c1)N(Cc1ccc(F)cc1)Cc1ccco1	-10	3	3	-23	-1	6	19	25	12	-9	7
Cc1ccc(/C=N/NC(=O)c2cccc(S(=O)(=O)Nc3ccccc3Cl)c2)s1	9	13	6	-18	24	2	-9	12	-6	-7	2
COc1cc(CCC(=O)OCC(=O)NC(=O)c2ccc(Cl)cc2)cc(OC)c1OC	-7	-18	-10	-1	-8	16	-5	9	2	-7	4
CCCCN1C(=O)/C(=C/C=C2\Oc3ccccc3N2CC)SC1=S	-1	-1	11	-10	13	28	-7	-114	5	-1	1
Cc1nc2ccccc2nc1OCC(=O)Nc1ccc2ccccc2c1	3	-8	-8	-11	4	10	8	16	9	7	20
CCC(C)NC(=O)[C@H](CSCc1ccccc1)N1Cc2ccccc2C1=O (stereo partly drawn)	6	-3	-14	-11	16	-2	-9	6	-19	2	-6
Cc1ccc(N2C(=O)CSC2c2ccccn2)cc1Cl (stereo not drawn)	8	4	-22	2	-23	-22	-19	-34	6	-4	-1
CC12CCC(c3nnc(SCc4ccc(Cl)cc4)nc31)C2(C)C (stereo not drawn)	6	8	-18	5	6	.	-3	6	32	-1	0
Cc1ccc(NC(=S)N(CCCN2CCN(C)CC2)Cc2cccs2)cc1C	-1	15	10	-4	19	0	-8	5	-6	-8	-4

In another format: entries from further up
Values in the order – EBV LMP1 NFkB	SRC3 inh	SRC1 inh	KKLEB cytotox	Shn3 inh set2	TROY NFkB inh	NR2F2 inh	CF NFkB block	TWEAK-Fn14 inh	TRAIL sens C8	LRH-1 inv ag
- CCC(C)NC(=O)[C@H](CSCc1ccccc1)N1Cc2ccccc2C1=O (stereo partly drawn)
    6	-3	-14	-11	16	-2	-9	6	-19	2	-6
- Cc1ccc(N2C(=O)CSC2c2ccccn2)cc1Cl (stereo not drawn)
    8	4	-22	2	-23	-22	-19	-34	6	-4	-1

(listing goes on)
SMILES	EBV LMP1 NFkB	SRC3 inh	SRC1 inh	KKLEB cytotox	Shn3 inh set2	TROY NFkB inh	NR2F2 inh	CF NFkB block	TWEAK-Fn14 inh	TRAIL sens C8	LRH-1 inv ag
O=C(OCn1nnc2ccccc2c1=O)c1ccc2c(=O)n3c(nc2c1)CCC3	10	4	-14	2	-3	6	-3	2	-3	-3	-13
O=C(NCC1CCCO1)[C@@H]1CSC2c3ccccc3C(=O)N21 (stereo partly drawn)	-4	15	-12	5	-4	0	-1	-3	1	-12	2
C=CCn1c(O)c(CN2CCOCC2)c(C)c(C#N)c1=O	-14	-1	5	-1	-11	-4	.	5	-8	-3	14
COc1ccc(C2c3ccc(O)cc3Oc3ncn(Cc4ccco4)c(=N)c32)cc1 (stereo not drawn)	-6	19	5	-11	-2	-3	-3	18	-20	24	10
CN1CCN(C(=O)C2=C[C@H](c3coc4ccccc4c3=O)C[C@H](OCCCCO)O2)CC1	13	-46	-1	9	-27	-5	-5	14	1	-9	10
COC(=O)/C=C(\C)N=Nc1c(O)[nH]c2ccccc12	-5	14	-28	-5	5	-50	-12	9	-25	1	18
CCOC(=O)N1CCN(C(=O)CSc2nnc(C3COc4ccccc4O3)o2)CC1 (stereo not drawn)	-4	-1	3	-6	13	-14	10	18	19	4	-36
O=C1c2oc3ccccc3c(=O)c2C(c2cccc(O)c2)N1c1ccccn1 (stereo not drawn)	-8	13	4	1	16	-4	-4	19	12	-9	-7
COc1ccc(OC)c(NC(=O)CCCc2ccccc2)c1	1	-3	-8	10	3	8	5	-9	-11	12	6
O=C(NC(=S)Nc1ccc(Br)cc1)C1CCC1	-30	-56	-39	15	-28	-42	-5	-22	-23	-2	-28
CC(CC(=O)N1CCc2ccccc21)S(=O)(=O)c1ccc2c(c1)NC(=O)CO2 (stereo not drawn)	-3	-21	-12	4	1	-5	3	-14	-7	3	5
O=C(Nc1ccc(OC(F)(F)C(F)F)c(NC(=O)c2ccc(F)cc2)c1)c1ccc(F)cc1	-6	-17	-35	-10	13	-13	-34	20	-33	13	-16
COc1cccc(-n2nc(C(=O)Nc3ccc4c(c3)OCO4)c3ccccc3c2=O)c1	-1	26	1	3	.	-1	.	-24	9	13	-1
CC1=NN(/C(=N\c2nnc(C)s2)Nc2ccc(C(C)(C)C)cc2)[C@H](c2ccc(C)cc2)S1	-9	6	-8	-4	24	40	16	0	36	9	6
COc1cc2nc(N(C)C)nc(N)c2cc1OC	-25	31	22	8	-6	-32	-30	-48	-33	1	20
S=c1[nH]nc(CSc2nc3ccccc3s2)n1C1CCCCC1	0	8	4	1	-1	40	5	48	22	13	-21
CS(=O)(=O)N1CCN(C(=O)CCC2CCCC2)CC1	36	7	13	0	-9	-10	-9	2	9	5	-14
O=C(O)c1cccc(CSc2n[nH]c(-c3ccc(Cl)cc3Cl)n2)c1	4	9	-4	-13	-10	-39	5	9	-7	1	-5
CC(=O)Cn1nnc2sc(-c3ccccc3)cc2c1=O	-32	-83	-69	-3	-60	-47	-28	8	-33	1	-97
Cc1ccccc1N1CCN(C(=O)CCN2C(=O)c3ccccc3C2=O)CC1	-2	-2	-21	-5	-62	-47	-16	2	-46	9	-23
CCCCn1c(N)c(N(CCC(C)C)C(=O)c2ccc(C)o2)c(=O)[nH]c1=O	-4	4	-2	-1	9	9	2	4	8	1	20
Nc1nc2c(ncn2[C@@H]2O[C@H](CNS(=O)(=O)N3CCCC3)[C@@H](O)[C@H]2O)c(=O)[nH]1	.	12	8	2	10	1	11	-63	12	-15	-5
O=C(Nc1ccccc1-c1nnc(SCc2ccc(Cl)cc2)o1)c1ccccc1	-7	12	-12	0	7	7	2	-2	8	-3	8
C=CCOC(=O)C1=C(C)NC(=O)NC1/C=C/c1ccccc1OC (stereo not drawn)	-5	1	1	6	-30	-6	-19	-16	0	-7	1
CCC(CC)NC(=O)c1ccc2nc[nH]c2c1	-1	-19	-70	-2	0	12	8	1	20	-1	25
CN(Cc1ccccc1)C(=O)COC(=O)C1CCN(S(=O)(=O)c2ccc3c(c2)OCCO3)CC1	-1	4	3	-1	-20	-10	7	9	10	8	-3
CC(C)NC(=O)NC(=O)CSc1nnc(-c2c[nH]c3ccccc23)o1	0	-19	-7	3	6	-11	-8	-7	-2	-11	0
C=CCn1c(-c2cc3c(s2)CCC(CC)C3)n[nH]c1=S (stereo not drawn)	-13	-35	-13	14	4	-24	2	-11	-24	1	-56
Cc1cc(C2C(=O)NC(=O)C2=O)c(C)cc1Br (stereo not drawn)	1	0	-7	-15	-5	6	8	13	7	5	-4
N#Cc1c(SCC(=O)Nc2nncs2)sc2c(O)cc(=O)[nH]c12	-5	0	14	-7	-7	20	-1	7	-10	8	-5
O=C(NCc1cc(F)cc(C(F)(F)F)c1)C1CCC(=O)N(C2CCCC2)C1 (stereo not drawn)	-7	7	-6	6	-17	-26	-19	7	1	2	-9
CC(C(=O)N1CCCc2ccccc21)N1CCN(S(=O)(=O)c2ccccc2F)CC1 (stereo not drawn)	-6	-7	-12	8	11	-2	5	4	-2	-9	-15
CCSc1nc2c(sc3ccccc32)c(=O)n1C(C)C	-21	-10	2	-33	-43	-13	-10	15	12	-5	-19
NS(=O)(=O)c1ccc(N2CCOCC2)c(C(=O)NCc2ccc3c(c2)OCO3)c1	-5	8	-7	5	-9	21	13	6	-11	0	-2
O=C(NCCC1=CCCCC1)c1cccc(S(=O)(=O)N2CCCCC2)c1	-9	2	24	7	16	-20	-4	5	6	5	-10
Cc1ccc(CN2C(=O)CSC2c2cccnc2)cc1 (stereo not drawn)	-1	2	6	-1	-13	-12	-13	3	15	-9	1
O=C(O)CCC(=O)c1ccc2c(c1)CCCC2	-13	20	1	-4	27	-29	-25	-17	5	-1	-10
FC(F)(F)c1ccc(C2NCCc3sccc32)cc1 (stereo not drawn)	-9	-13	-38	3	-12	-71	-9	6	6	5	-38
O=[N+]([O-])c1cc(C(F)(F)F)ccc1N1CCN(S(=O)(=O)c2ccc3ccccc3c2)CC1	-7	6	6	4	11	24	17	-5	32	16	17

Not all compounds are listed; count on the stated rates, not on these rows.
